TAG inh = triacylglycerol accumulation inhibition; H9c2 cells, Nile Red lipid (TAG) fluorescence; cells loaded with 200 µM oleic acid; inhibition, % at 12.5 µM; 230,000 compounds, 0.66% hits;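 active = pattern-corrected inhibition of lipid staining of at least 50% with the nuclear-stain viability signal not falling by more than 50%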;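 also: 0% = DMSO wells and 100% = triacsin C control wells; some results filed as inactive read as strong as hits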
TAG inh DAPI viability = also measured in TAG inh; calls as there; DAPI nuclei signal change (viability), lower = more cytotoxic, %;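 whole-well DAPI fluorescence read on a plate reader as a viability signal; minus 50 percent equals half of cells still viable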
The depositor's hits bear a star. The list is partial, so the mix of outcomes need not match the whole.

SMILES | TAG inh | TAG inh DAPI viability
COCOCCn1cc(CN2CCS(=O)(=O)N(Cc3ccc(-c4ccc(Cl)nc4)cc3)C(C(C)C)C2=O)nn1 (configuration not stated) | -8 | -4
COc1ccc(N(CC(=O)NCc2ccncc2)S(=O)(=O)c2ccc(C)c([N+](=O)[O-])c2)cc1 | 1 | -3
Cc1nc(C)c(N)c(=O)[nH]1 | -3 | -5
O=C(O)c1cccc2c1Cc1cc(Cl)ccc1-2 | -7 | -7
Cc1ccc(-c2nsc3c(N4CCC(C(N)=O)CC4)ncnc23)cc1 | -9 | 1
CCOc1ccc(S(=O)(=O)N2CCN(C(=S)NC3CC3)CC2)cc1 | -17 | 5
Cc1c(-c2ccccc2)nc(N)c(C#N)c1-c1cccnc1 | -28 | 10
CC(C)NC(=O)c1onc(CSc2ccccn2)c1C(=O)NC(C)C | 6 | 0
COc1ccc(-c2cccc([C@H]3[C@@H]4C=CCC[C@@]4(C)C(=O)N3Cc3ccccc3)c2)cc1 | -12 | -1
CCCn1c(N)c(C(=O)CN(C)CC(=O)Nc2cccc(F)c2)c(=O)[nH]c1=O | 6 | 13
Cc1csc2ncc(C(=O)NCCC(c3ccccc3)c3ccccc3)c(=O)n12 | 4 | 0
Cc1ccc(C(=O)NCc2ccccn2)cc1S(=O)(=O)N1CCCCC1 | 0 | -13
COc1ccc(C(=O)NC2CC(C)(C)Cc3c2cnn3-c2ccccc2)c(OC)c1 (configuration not stated) | 7 | -3
Cc1nn(Cc2ccc(Cl)cc2)c(C)c1N | -8 | 1
C#CCC(NC(=O)c1ccc(C#N)cc1)C(=O)NCCC (configuration not stated) | 19 | 15
CCc1cccc(CC)c1NC(=O)C1CN(S(=O)(=O)c2ccccc2)CCN1S(=O)(=O)c1ccccc1 (configuration not stated) | 22 | -3
Cc1cc(NC(=O)c2cc(-c3ccncc3)nc3ccccc23)ccc1Br | 3 | 6
O=C(c1cc(S(=O)(=O)N2CCOCC2)ccc1Cl)N1CCCCC1CO (configuration not stated) | -9 | 7
CCN(c1ccccc1)c1nc2ccsc2c(=O)s1 | 4 | 0
COc1ccc(NC(=O)CC2C(=O)NCCN2C(=O)c2ccc(N(C)C)cc2)cc1 (configuration not stated) | -7 | 6

Pulled by compound from the entries so far (3):
SMILES | TAG inh | TAG inh DAPI viability
Cc1ccc(C(=O)NCc2ccccn2)cc1S(=O)(=O)N1CCCCC1 | 0 | -13
O=C(O)c1cccc2c1Cc1cc(Cl)ccc1-2 | -7 | -7
Cc1cc(NC(=O)c2cc(-c3ccncc3)nc3ccccc23)ccc1Br | 3 | 6

The listing continues:
SMILES | TAG inh | TAG inh DAPI viability
CC(C)C(NC(=O)c1ccc(C(C)(C)C)cc1)C(=O)Nc1cccc(S(N)(=O)=O)c1 (configuration not stated) | -5 | 4
COc1ccc(CCNC(=O)Nc2cccc([N+](=O)[O-])c2)cc1OC | 3 | 7
FC(F)(F)c1nnc(-c2ccccc2)nc1N1CCCC1 | 8 | -7
O=C(Cn1cnc2scc(-c3ccc(Cl)cc3)c2c1=O)N1CCOCC1 | 12 | -5
CC1(C)Nc2cccc3cccc(c23)N1 | 2 | -4
N#Cc1ccc(C(=O)NC(=S)N2CCOCC2)cc1 | 5 | -4
O=C(OCc1ccccc1)/C(=C/c1cccc(Br)c1)NC(=O)c1ccco1 | -4 | -4
Cc1nnc(SCC(=O)Nc2sc3c(c2C(N)=O)CCC(C)C3)[nH]c1=O (configuration not stated) | 8 | -5
COc1ccc(CN(C)C(=S)Nc2ccc(OC(F)F)cc2)cc1 | 2 | 12
COc1cc(C(=O)OCCCc2cc3ccccc3c(=O)o2)cc(OC)c1OC | 7 | -8
O=C(COC(=O)c1cc(S(=O)(=O)N2CCOCC2)c(Cl)cc1Cl)NC1CC1 | 5 | -1
CC(NC(=O)/C(C#N)=C/c1cccs1)c1ccccc1 (configuration not stated) | 2 | -4
Oc1ccc(/C=N/N=C/c2ccc(O)c(O)c2)cc1O | 26 | -10
NC(=O)c1ccc(NC(=O)CCNC(=O)c2ccco2)cc1 | 0 | -4
CC/C(=C/c1sc2ccc(C)cc2[n+]1CCO)SC | -10 | 5
Clc1cc(Cl)cc(CSc2nnc(-c3sccc3-n3cccc3)o2)c1 | -13 | 5
CCCCC1(C)OC(=O)C(=Cc2ccc(-c3ccc(Cl)c(C(=O)O)c3)o2)C(=O)O1 (configuration not stated) | 0 | 7
c1ccc(N/N=C2\CCCc3ccccc32)nc1 | 2 | -15
CCOC(=O)c1nnn(-c2nonc2N)c1-c1cccc2ccccc12 | -4 | -4
Cc1ccc(N(CC(=O)Nc2ccc3c(c2)OCCO3)S(=O)(=O)c2c(C)noc2C)cc1 | -4 | -7

Part of the list above in order of molar mass, highest first.
SMILES | TAG inh | TAG inh DAPI viability
O=C(COC(=O)c1cc(S(=O)(=O)N2CCOCC2)c(Cl)cc1Cl)NC1CC1 | 5 | -1
CCCCC1(C)OC(=O)C(=Cc2ccc(-c3ccc(Cl)c(C(=O)O)c3)o2)C(=O)O1 (configuration not stated) | 0 | 7
Clc1cc(Cl)cc(CSc2nnc(-c3sccc3-n3cccc3)o2)c1 | -13 | 5
Cc1nnc(SCC(=O)Nc2sc3c(c2C(N)=O)CCC(C)C3)[nH]c1=O (configuration not stated) | 8 | -5
O=C(Cn1cnc2scc(-c3ccc(Cl)cc3)c2c1=O)N1CCOCC1 | 12 | -5
CC/C(=C/c1sc2ccc(C)cc2[n+]1CCO)SC | -10 | 5
CC(NC(=O)/C(C#N)=C/c1cccs1)c1ccccc1 (configuration not stated) | 2 | -4

Next entries follow:
SMILES | TAG inh | TAG inh DAPI viability
CNC(=S)N1CCn2cccc2C1c1cc(OC)c(OC)c(OC)c1 (configuration not stated) | 8 | -2
O=C(Nc1ccc(F)cc1F)C1CC(=O)N(Cc2ccccc2)C1 (configuration not stated) | -4 | -2
COc1cccc(NC(=O)CSc2nc3c([nH]c4ccccc43)c(=O)n2C)c1 | -2 | -13
COc1ccc(C(=O)Nc2nccs2)cc1OC | -6 | -8
CCN(CC)C(=O)Cn1cc(C(=O)C(=O)N2CCCc3ccccc32)c2ccccc21 | -4 | 0
COc1ccc(NC(C)=O)cc1NS(=O)(=O)c1cn(C)c(=O)n(C)c1=O | -4 | -2
Cc1ccc(C)c(NC(=S)NCc2cccs2)c1 | -7 | -3
CCOC(=O)CNc1ncnc2nc[nH]c12 | -3 | 4
CC(=O)NNC(=O)CCn1nnc2ccccc21 | -16 | 9
Cc1ccc(NC(=O)CSC2=C(C#N)C(c3ccc4c(c3)OCO4)C3=C(CCCC3=O)N2)c(C)c1 (configuration not stated) | -12 | -11
CN(C)CC/C=C1\c2ccccc2COc2ccccc21 | 3 | 1
C#CCN(C[C@@H](CC(C)C)NC(=O)OC(C)(C)C)S(=O)(=O)c1ccc(Br)cc1F | -14 | -2
CC(=O)N1CCN(Cc2nc3cc(NC(=O)c4ccccc4)ccc3n2C)CC1 | 6 | -14
O=C(NCC(=O)N(c1ccc(F)cc1)C(C(=O)NC1CCCC1)c1cccnc1)c1cccs1 (configuration not stated) | -1 | -6
CN(C(=O)COc1ccccc1)c1nnc(C23CC4CC(CC(C4)C2)C3)s1 | -10 | 2
CN(CC(=O)Nc1ccc(N2CCOCC2)cc1)C(=O)Cc1ccccc1 | -4 | -7
C(=C\c1ccccc1)/C=N/Nc1nc(N2CCCCC2)nc(N2CCCCC2)n1 | 6 | -1
CC1(C)CC(=O)C2=C(C1)OC(N)=C(C#N)C21CCN(Cc2ccccc2)CC1 | 3 | 4
CCOC(=O)C1(C)CCCN1C(=O)c1sccc1C (configuration not stated) | 8 | -1
CCC(C)Sc1ccc([C@@H]2[C@H]3C(=O)N(CC)C(=O)[C@H]3[C@]3(C(=O)OC)CCCCN23)cc1 (some centres not stated) | -10 | 2
CN(C(=O)c1cccc(NC(=O)Cc2cccc(NC(=O)C3CCCN(C(=O)C4CCCCC4)C3)c2)c1)C1CCC1 (configuration not stated) | 20 | -7
O=C1c2ccccc2C(=O)N1CCSc1nc2ccccc2c(=O)n1CCCN1CCOCC1 | -13 | -1
COC(C[C@H](O)[C@@H](C)[C@H](O)COCc1ccccc1)OC | 2 | 6
Cc1cccc(NC(=O)CNC(=O)CN2C(=O)NC3(CCc4ccccc43)C2=O)c1C (configuration not stated) | 7 | -11
COc1cccc(NC(=O)C(NCC2CCCCC2)c2ccccc2)c1 (configuration not stated) | -2 | -5
C/C(=N\NC(=O)c1ccc2c(c1)OCO2)c1ccc2c(c1)OCO2 | -7 | -18
O=C(CC(c1ccccc1)c1cc(Br)ccc1O)NCc1ccco1 (configuration not stated) | 4 | -4
CC(C(=O)O)c1ccc(C(=O)c2ccccc2)s1 (configuration not stated) | -8 | 4
Cc1ccccc1NC(=O)c1ccccc1NC(=O)CCC(=O)O | -3 | 16
COC(=O)[C@H](CC(C)C)NC(=O)CCc1nnc(COc2ccccc2)o1 | 5 | -1
C=CCn1ccc(=NC=C(C#N)C#N)c2ccccc21 | -16 | -1
CC(NC(=O)CN1C(=O)NC(c2ccccc2)(c2ccccc2)C1=O)c1cccs1 (configuration not stated) | 18 | -2
CCOCCCNS(=O)(=O)c1ccc(OC)c(Cl)c1Cl | 1 | 7
COc1ccc(/C=C(/C(=O)N2CCCCC2C(=O)O)c2ccc(OC)c(OC)c2)cc1 (configuration not stated) | -4 | 0
O=C(C1CCCN1S(=O)(=O)c1cccc2cccnc12)N1CCc2ccccc21 (configuration not stated) | 1 | -5
CC(C)Cc1ccc(S(=O)(=O)Nc2ccccn2)cc1 | 8 | -8
CC1CCC(NC(=O)CN2C(=O)C3CC=CCC3C2=O)CC1 (configuration not stated) | 19 | -2
CN(C(=O)COC(=O)Cc1ccc(Cl)cc1)C1CCCCC1 | 2 | 3
CCC(=O)Nc1cccc(-c2nnc(SCC(=O)c3ccccc3)n2C)c1 | -6 | 15
COc1ccccc1NS(=O)(=O)c1cc2c3c(c1)CCN3C(=O)CC2 | 3 | 6

2 entries from above, as tab-separated lines.
mol	TAG inh	TAG inh DAPI viability
COC(C[C@H](O)[C@@H](C)[C@H](O)COCc1ccccc1)OC	2	6
N#Cc1ccc(C(=O)NC(=S)N2CCOCC2)cc1	5	-4

Other results follow:
SMILES | TAG inh | TAG inh DAPI viability
CCc1ccc(OCC(=O)Nc2ccc(N3CCN(C(=O)c4ccccc4)CC3)cc2)cc1 | -24 | -5
COc1cc(C)nc(NS(=O)(=O)c2ccc(C)cc2)n1 | -4 | 0
COc1ccc(NS(=O)(=O)c2cccc(C(=O)OCC(=O)c3c(N)n(C)c(=O)n(C)c3=O)c2)cc1 | -9 | 1
CCN1CCN(c2nc(Nc3ccccc3F)nc(N)c2[N+](=O)[O-])CC1 | -2 | 12
Cc1ccc(C(=O)OC(C)C(=O)Nc2ccc3c(c2)OCO3)c(O)c1 (configuration not stated) | -5 | -1
O=C(NCc1ccccc1C(F)(F)F)C1CCC(=O)N(CCCc2ccccc2)C1 (configuration not stated) | 4 | -9
CC(=O)NC(Cc1cccc(C)c1)C(=O)NC1CCN(C(=O)c2ccc([N+](=O)[O-])cc2)CC1 (configuration not stated) | 7 | -2
O=C(CCS(=O)(=O)c1ccc(Cl)cc1)Nc1cccc(S(=O)(=O)N2CCCCCC2)c1 | 7 | -3
COc1ccc(CCNC(=O)c2nnc(CS(=O)(=O)c3ccccc3)o2)cc1OC | 7 | 5
O=C(C1CCCO1)N1CCN(c2ccc(F)cc2)CC1 (configuration not stated) | 3 | -8
c1ccc(-n2cc(CNCCc3cscn3)c(-c3ccc4c(c3)OCO4)n2)cc1 | 3 | 34
Cc1ccc(NC(=O)COc2ccc(Cl)cc2Cl)cc1S(=O)(=O)N1CCOCC1 | -12 | 0
CCN1CCCC1CNC(=O)c1cc(OC)c(OC)c(OC)c1 (configuration not stated) | 4 | -4
Cc1cccc(-n2c(O)c(C=Nc3ccccc3N)c(=O)[nH]c2=O)c1 | -13 | 12
CC[C@@]1(C(=O)OC)N[C@H](CN(C)S(=O)(=O)c2ccccc2)[C@@H]2C(=O)N(C)C(=O)[C@@H]21 | 1 | 0
O=C(Nc1c2c(nn1-c1cccc(Cl)c1)CS(=O)C2)c1ccc2c(c1)OCO2 (configuration not stated) | 8 | -1
Cc1nn(-c2ccc(Cl)c(Cl)c2)c(C)c1C(=O)O | 14 | -2
COc1cccc(-c2nn(-c3ccccc3)cc2C(=O)NCC(=O)O)c1 | 6 | 2
COc1ccc(OC)c([N+](=O)[O-])c1C(N)=O | 9 | -5
CCOC(=O)c1c(C)[nH]c(C(=O)Cn2c(=O)oc3ccccc32)c1C | -39 | 0

Next section (2 carried over from the part before).
SMILES | TAG inh | TAG inh DAPI viability
COc1ccc(OC)c([N+](=O)[O-])c1C(N)=O | 9 | -5
CCOC(=O)c1c(C)[nH]c(C(=O)Cn2c(=O)oc3ccccc32)c1C | -39 | 0
Cc1cc(C(=O)N/N=C/C=C/c2ccccc2)n[nH]1 | 6 | -5
COc1ccc(N2CCN(C(=O)CCC(=O)N3CCOc4ccc(Cl)cc43)CC2)cc1 | -32 | 15
C#CCOC(=O)C[N+](C)(C)CC#Cc1ccccc1 | -6 | 1
O=C(COC(=O)c1ccc(Cl)c(S(=O)(=O)N2CCCCC2)c1)NCCc1ccccc1 | 1 | 0

Bioassay records (PubChem)
